Source: PubChem BioAssay (The Scripps Research Institute Molecular Screening Center)
PAFAH2 FP inh: PAFAH2 enzyme inhibitors, primary screen, biochemical, fluorescence polarization, human; Platelet-activating factor acetylhydrolase 2, cytoplasmic (Homo sapiens), Q99487; recombinant PAFAH2, FP-rhodamine activity probe; inhibition, % at 3.39 µM; 340,000 tested, 0.99% active; AID 492956, 2010;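 active = inhibition above the mean over all tested compounds plus 3 SD, cut at about 30% in these data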;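 note: inhibitors block probe labeling of enzyme so polarization drops; 0% = enzyme with DMSO and 100% = wells lacking PAFAH2 protein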
procasp3 activ: activators of human procaspase-3 D3A mutant, primary screen, biochemical, absorbance, PC-3 D3A mutant, single concentration; Caspase-3 (Homo sapiens), P42574; recombinant procaspase-3 D3A, Ac-DEVD-pNA absorbance 405 nm; activation, % at 8.5 µM; 330,000 tested, 0.11% active;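 active = activation above the mean of all tested compounds plus 3 SD, cut at about 21% in these data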;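 note: 0% = DMSO alone and 100% = DMSO wells spiked with extra 5 µM PC-3 D3A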
Target sequence (P42574 whole entry D9A/D28A/D175A): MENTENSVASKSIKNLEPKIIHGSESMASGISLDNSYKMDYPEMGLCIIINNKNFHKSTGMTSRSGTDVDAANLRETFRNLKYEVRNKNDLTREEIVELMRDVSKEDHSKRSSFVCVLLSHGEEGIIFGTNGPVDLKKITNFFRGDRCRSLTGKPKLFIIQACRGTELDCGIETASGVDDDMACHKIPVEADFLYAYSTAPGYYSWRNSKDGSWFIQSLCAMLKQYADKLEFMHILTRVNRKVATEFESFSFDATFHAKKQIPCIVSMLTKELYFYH
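assay system = Procaspase-3 D3A mutant | signal = absorbance at 405 nm, 0 and 120 min | times = 1 h preincubation plus 2 h reaction at 25 °C | repeats = single replicate | read-out = % activation between DMSO and enzyme-spiked controls | medium = Zinc-free HEPES saline buffer with Triton X-100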
PP1 counter: PP1-alpha phosphatase inhibitors, primary screen, counter-screen for PP5 inhibitor project, biochemical, fluorescence, OMFP substrate, single point. purified PP1alpha. inhibition, % at 6.7 µM. 320,000 tested, 0.9% active;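 active = inhibition above the mean inhibition of all tested compounds plus 3 SD, computed separately for each screening campaign, cut at about 15% in these data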
Target sequence (P62136 whole entry, looked up): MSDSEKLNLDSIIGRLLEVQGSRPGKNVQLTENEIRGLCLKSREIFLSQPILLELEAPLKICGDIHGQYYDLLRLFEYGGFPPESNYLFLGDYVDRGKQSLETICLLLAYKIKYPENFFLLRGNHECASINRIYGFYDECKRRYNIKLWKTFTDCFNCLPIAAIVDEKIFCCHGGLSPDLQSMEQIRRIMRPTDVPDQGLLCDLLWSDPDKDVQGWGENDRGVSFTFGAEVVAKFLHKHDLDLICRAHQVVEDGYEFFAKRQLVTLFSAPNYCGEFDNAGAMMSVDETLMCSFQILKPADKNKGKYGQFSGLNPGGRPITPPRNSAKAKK
AHR activator: AHR activators, primary screen, cell-based, luminescence, luciferase reporter, human. Aryl hydrocarbon receptor (Homo sapiens), P35869. AHR-responsive luciferase reporter cells. activation, % at 5 µM. 320,000 tested, 2.5% active. AID 2796, 2010; in the data active = activation above about 47%;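 note: 0% = vehicle wells and 100% = reference agonist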
proCasp7 act: procaspase-7 activators, primary screen, counter-screen for procaspase-3 activator project, biochemical, absorbance, HTS, human. recombinant procaspase-7, Ac-DEVD-pNA absorbance 405 nm; D23A/D198A/D206A triple mutant, cannot self-cleave; scale: DMSO 0, 5 µM enzyme 100. activation, % at 8.5 µM. 330,000 tested, 0.093% active;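 active = percent activation above the screen-wide mean plus 3 SD, cut at about 25% in these data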
Target sequence (P55210 whole entry D23A/D198A/D206A): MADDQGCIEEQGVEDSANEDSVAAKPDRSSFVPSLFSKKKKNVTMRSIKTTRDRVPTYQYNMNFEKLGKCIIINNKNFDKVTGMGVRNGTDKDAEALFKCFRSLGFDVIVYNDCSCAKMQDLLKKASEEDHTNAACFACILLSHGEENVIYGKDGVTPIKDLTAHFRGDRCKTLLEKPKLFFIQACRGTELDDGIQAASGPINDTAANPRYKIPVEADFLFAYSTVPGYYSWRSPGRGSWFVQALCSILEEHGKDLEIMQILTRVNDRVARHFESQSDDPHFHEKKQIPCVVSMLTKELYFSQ
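Replicates: singlicate. Assay system: Procaspase-7 triple mutant (PC-7 D3A). Signal: 405 nm absorbance of p-nitroaniline. Times: 1 h preincubation, 2 h reaction. Buffer or medium: Zinc-free HEPES pH 7.4 with 300 mM NaCl, 0.01% Triton X-100. Also added: DEVD-pNA substrate. Benchmarks: DMSO wells as 0%, DMSO with 5 µM added PC-7 as 100%.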
Fh CTSL1 inh: Fasciola hepatica cathepsin L1 inhibitors, primary screen, counter-screen for PFM18AAP inhibitor project, biochemical, QFRET, fluorogenic peptide substrate. recombinant F. hepatica cathepsin L1, Z-Leu-Arg-MCA fluorescence. inhibition, % at 5.96 µM. 300,000 tested, 0.49% active. AID 1906, 2009;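 active = inhibition above the mean of all tested compounds plus 3 SD, set per screening campaign, cut at about 17% in these data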;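 note: 0% = plate median of test compound wells and 100% = 1 µM Z-Phe-Ala-diazomethylketone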
HCV core dimer: inhibitors of HCV core protein dimerization, primary screen, biochemical, TR-FRET, high-throughput. TR-FRET GST/Flag-core106 dimerization, 1536-well. inhibition, % at 5 µM. 300,000 tested, 0.33% active;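 active = inhibition above the mean of all tested compounds plus 3 SD, set per screening campaign, cut at about 45% in these data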
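Assay system: Tagged HCV core106 pair (GST and Flag) | Buffer or medium: KF-containing HEPES buffer, pH 7.45, DTT, CHAPS, BSA | Also added: Eu donor and XL665 acceptor anti-tag antibodies | Dosing: One concentration, 5 µM, in 0.5% DMSO | Timing: 4 h at 22.5 °C | Technique: TR-FRET 671 and 617 nm emission | Repeats: Singlicate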
TPT1 inh: Candida albicans TPT1 enzyme inhibitors, primary screen, biochemical, fluorescence polarization; tRNA 2'-phosphotransferase TPT1 (Candida albicans SC5314); recombinant caTPT1, FP RNA substrate dephosphorylation; inhibition, % at 5 µM; 300,000 tested, 0.81% active;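 active = inhibition above the mean of all tested compounds plus 3 SD, set per screening campaign, cut at about 24% in these data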;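 note: plate controls were DMSO alone for no effect and ferristatin control at 100 nM for full effect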
PP5 primary: PP5 phosphatase inhibitors, primary screen, biochemical, fluorescence. Serine/threonine-protein phosphatase 5 (Homo sapiens), P53041. purified PP5c, OMFP substrate fluorescence. inhibition, % at 6.7 µM. 320,000 tested, 0.18% active;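 active = inhibition above the campaign's mean inhibition across all tested compounds plus 3 SD, cut at about 9.5% in these data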;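 note: 0% = DMSO only and 100% = 100 µM cantharidin control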
Numbers without * were called inactive; . = not tested or not shown.

SMILES	PAFAH2 FP inh	procasp3 activ	PP1 counter	AHR activator	proCasp7 act	Fh CTSL1 inh	HCV core dimer	TPT1 inh	PP5 primary
Cc1ccc(NC(=O)CCS(=O)(=O)c2ccc3c(c2)NC(=O)C(C)S3)nc1 (configuration not stated)	5	0	-4	2	0	0	2	-1	-0.3
Cc1cnc(NC(=O)c2cc3ccccc3o2)s1	4	10	-2	30	-4	0	7	-1	3.4
CCN(Cc1ccccc1)C(=O)c1ccc(NC(=O)c2ccc(OC)cc2)cc1	-1	-3	-2	-2	-2	-3	6	2	4.7
O=C(O)CSCC(=O)Nc1cc(C(F)(F)F)ccc1Cl	7	4	-2	1	-1	-2	0	-2	-0.1
Cc1cc(C)nc(SCc2nnc(SCC(=O)OC3CCCCC3)o2)n1	1	6	-1	0	0	1	4	-4	3.4
CCn1c(=N)n(CC(O)c2cccs2)c2ccccc21 (configuration not stated)	10	5	4	5	17	0	-2	-2	-0.1
Cc1ccc(OCC(=O)N2CCC(N3CCCCCC3)CC2)cc1	-2	6	-1	6	8	-2	-2	-4	-1.5
O=C(c1cccc(N2C(=O)c3ccccc3C2=O)c1)N1CCCCCC1	0	4	-1	-1	-1	-10	-3	0	-2.4
O=C(CCn1c(=S)[nH]c2ccccc2c1=O)NCCSCc1ccccc1	-1	-1	0	1	5	2	2	-3	-0.4
N#Cc1nc(COc2cccc(Cl)c2)oc1N1CCCC1	-7	6	4	44	8	-5	5	-1	4.0

The last two entries of the section above open the next one:
SMILES	PAFAH2 FP inh	procasp3 activ	PP1 counter	AHR activator	proCasp7 act	Fh CTSL1 inh	HCV core dimer	TPT1 inh	PP5 primary
O=C(CCn1c(=S)[nH]c2ccccc2c1=O)NCCSCc1ccccc1	-1	-1	0	1	5	2	2	-3	-0.4
N#Cc1nc(COc2cccc(Cl)c2)oc1N1CCCC1	-7	6	4	44	8	-5	5	-1	4.0
CC(C)Cc1ccc(-c2cc(=O)[nH][nH]2)cc1	.	2	1	1	-1	-1	2	-6	-0.3
O=C(O)c1cc(NCc2ccc3c(c2)OCO3)ccc1N1CCOCC1	-3	5	-3	-5	6	2	-3	-1	-0.1
CC(C)(C)CC(=O)Nc1ccccc1N1CCN(c2ccccc2)CC1	12	3	3	1	9	3	4	-2	2.3
N#C/C(=C(/O)c1cc2ccccc2o1)c1nc2ccccc2s1	22	0	6	6	-3	2	1	-5	-2.3
Cc1cccc(NC(=S)NN2CCOCC2)c1C	-1	-7	-1	1	6	-2	0	1	1.9
CC12CC(NC(=O)N1c1cccc(C(=O)NCc3ccccn3)c1)c1ccccc1O2 (configuration not stated)	4	7	-1	1	11	0	7	0	0.7
CCOc1ccc(N(C)Cc2cc(=O)oc3ccc(OC)cc23)cc1	8	-5	4	19	5	1	13	2	3.0
CCC(C)NC(=O)N[C@@H](CCSC)C(=O)OC (some centres not stated)	-2	5	-2	-2	10	-1	-1	0	0.8
O=C(c1ccc(CN2CCOCC2)cc1)N1CCC(Cc2ccccc2)CC1	5	4	0	-1	-7	0	6	-5	1.2
CC(=O)Nc1nnc(SCC(=O)NC2CC2)s1	-8	3	-1	0	4	-3	10	1	0.3
COC(=O)/C=C/c1ccccc1CN1[C@@H](CC(=O)OC)c2ccccc2S1(=O)=O	3	2	0	0	6	.	.	.	0.8
COc1ccc(-n2ncc3c2CC(C)(C)CC3NC(=O)c2cnc(C)cn2)cc1 (configuration not stated)	4	-1	-1	2	-7	-5	-1	-2	1.2
Cc1cccc(C)c1-n1cccc1/C=C1/C(=N)N2C(=NC1=O)SN=C2S(C)(=O)=O	-11	-2	8	-2	-3	5	25	1	3.1
Cc1c(C(=O)N(Cc2cccc(Br)c2)C2CCS(=O)(=O)C2)oc2ccccc12 (configuration not stated)	-9	10	4	1	-5	13	16	1	4.1
CCOP(=O)(OCC)C(Nc1ccc([N+](=O)[O-])cc1)c1ccc(Cl)cc1 (configuration not stated)	8	1	-3	1	0	2	1	2	1.6
CC(C)OC(=O)CSc1nnc(-c2ccc([N+](=O)[O-])cc2)o1	-2	-2	0	3	-5	7	6	1	-0.6
O=C(CCc1ccccc1)NC(=S)Nc1cccc(C(=O)O)c1	4	-1	5	0	2	4	-15	0	4.4
O=C(NCCc1ccc(F)cc1)c1cccs1	3	6	-3	-3	4	-2	-4	-1	0.7
COC(=O)c1ccccc1NC(=O)n1cc(C)cn1	1	0	3	-4	1	2	-2	0	0.0
Cc1cc(C(=O)N2CCc3ccccc32)c2cc(F)ccc2n1	4	4	-2	9	5	0	1	0	5.8
COC(=O)c1cn(C(=O)c2ccc(Br)o2)c2ccccc12	11	4	-1	0	-1	-3	3	3	4.4
Cc1cc(C)c2c(N)c(C(=O)N3CCN(c4ncccn4)CC3)sc2n1	-2	-12	2	28	-4	-3	8	1	1.4
Cc1cccc(C(=O)NCC(=O)N2CCOCC2)c1	-6	2	1	2	9	3	0	2	2.7
O=C(Nc1ccc(S(=O)(=O)N2CCOCC2)cc1)c1ccccc1	-1	1	1	1	-4	0	5	-2	1.2
Cc1ccsc1C(=O)Nc1nccs1	1	3	-1	6	-7	3	4	-3	0.7
O=C(CN1CCCCCC1)Nc1cccc(Br)c1	4	-3	-1	1	0	0	2	0	-2.8
CCOCCCn1c(SC(C(=O)Nc2cc(C)ccc2C)c2ccccc2)nnc1-c1ccc(Cl)cc1 (configuration not stated)	-2	7	-1	1	-5	2	15	0	5.1
CCOc1ccc(Nc2nc(NCc3ccco3)nc(N)c2[N+](=O)[O-])cc1	0	1	0	8	4	-3	2	-1	1.2
COc1ccc(NC(=S)NCc2ccccn2)cc1OC	-6	1	-9	7	0	-1	-2	0	-2.7
COc1cccc(N(C(=O)Cn2nnc(-c3ccc(F)cc3)n2)C(C(=O)NCC2CCCO2)c2ccc(Cl)cc2)c1 (configuration not stated)	4	9	-2	3	5	0	10	-4	2.3
CN(CC(=O)Nc1ccc(Cl)cc1F)C1=NS(=O)(=O)c2ccccc21	-5	-8	.	2	-1	.	.	.	.
Cc1[nH]nc2c1C(c1ccc(Cl)cc1)C(C#N)=C(N)O2 (configuration not stated)	-3	-1	-3	3	-6	2	3	0	-0.7
CCCNC(=O)Cn1cnc2sc(C(=O)NCCCN3CCOCC3)c(C)c2c1=O	2	1	-1	0	4	1	-3	-1	-0.4
CCCCOCCCNC(=O)N[C@H](C(=O)O)C(C)CC (some centres not stated)	-1	2	-2	0	5	-1	3	1	-1.2
CCC(CO)Oc1cc(NC(=O)Cc2ccccc2)c2ncn(C(C)C)c2c1 (configuration not stated)	16	1	.	4	7	.	.	.	.
CC(C)c1cc(C(=O)N2CCCC(CCC(=O)N3CCN(c4ccccn4)CC3)C2)no1 (configuration not stated)	1	2	-2	0	-1	-4	3	-1	1.6
CNC(=O)N(O)C1N(/N=C/c2ccc(SC)cc2)C(=S)SC1(C)C (configuration not stated)	-1	11	2	2	0	2	2	-4	1.2
CCOc1ccc(-n2c(SCc3ccc([N+](=O)[O-])cc3)nnc2-c2ccc(OC)cc2)cc1	1	2	6	5	7	6	24	-1	1.7
O=C(Nc1cccc2ccccc12)OCc1cncs1	4	0	5	57*	3	-5	0	0	-0.8
CC(=O)c1ccc(Nc2c3c(c(C#N)c4nc5ccccc5n24)CCC3)cc1	.	10	1	1	-5	8	38	22	1.5
CC(C)(C)OC(=O)N1CCC(c2c(C(=O)O)cnn2-c2ccc(Cl)cc2)CC1	-2	-3	-4	17	6	-2	-2	0	1.3
COc1ccc(NC(=O)/C=C/c2cc(Br)ccc2OC)cc1	-18	-3	4	28	6	0	9	-4	4.5
CN1CCC(=O)N([C@H](CO)c2ccccc2)CC1	7	3	2	4	2	-1	0	-1	1.0
CCCCCCc1c(O)nc(SCCN2CCOCC2)[nH]c1=O	-14	-1	0	0	15	3	-4	-1	1.1
Cc1cc(/C([O-])=C(/C(=S)Nc2ccc(F)cc2)[n+]2ccccc2)c(C)n1Cc1ccccc1Cl	0	-9	7	19	-8	3	9	2	-1.8
CN(C)S(=O)(=O)c1ccc(C(=O)Nc2cc(S(=O)(=O)Nc3ccccc3Cl)ccc2N2CCCCC2)cc1	2	2	5	3	-11	2	35	-4	4.6
O=C(NCCCN1CCN(c2cccc(Cl)c2)CC1)c1ccc(N2CCCC2=O)cc1	1	8	1	-1	8	0	-3	-3	-0.8
c1nc(Nc2ccc(N3CCOCC3)cc2)c2ccsc2n1	-8	-1	-2	18	-1	6	-6	3	0.6
COc1ccc(Cl)cc1NC(=O)CSc1cccc[n+]1[O-]	3	0	.	19	12	.	.	.	.
COc1cccc(NC(=O)CN(C)C(=O)c2cc(-c3ccc(C)o3)nc3ccccc23)c1	-3	2	2	2	-3	.	.	.	3.0
Next entries follow.
SMILES	PAFAH2 FP inh	procasp3 activ	PP1 counter	AHR activator	proCasp7 act	Fh CTSL1 inh	HCV core dimer	TPT1 inh	PP5 primary
CC(Sc1ccccc1)C(=O)N1CCN(S(=O)(=O)c2ccccc2)CC1 (configuration not stated)	-2	4	4	-4	-1	4	-16	0	-0.3
CCCN1CCN(C(=O)c2cc(COc3ccc(F)c(F)c3)on2)CC1	4	-1	-2	2	1	0	7	0	-0.2
O=C(NCC(c1cccs1)N1CCOCC1)c1cc2ccccc2o1 (configuration not stated)	-4	0	-2	14	2	4	1	3	1.9
CCn1c(=O)cc(N2CCN(C(=O)c3ccco3)CC2)[nH]c1=O	-6	3	6	0	8	-2	-3	-4	-0.6
Cc1cc(OCC(=O)N2CCC[C@@H]2C(=O)O)c2c(C)c(C)c(=O)oc2c1	6	12	0	-1	11	0	5	0	1.3
Cc1cc([N+](=O)[O-])c(N2CCC[C@@H]2C(=O)O)c([N+](=O)[O-])c1	-4	-3	2	6	-21	1	-7	1	2.8
COc1ccc(N2CCN(c3ccnc4cc(Cl)ccc34)CC2)cc1	3	-6	4	3	-13	6	-9	-1	1.6
O=c1c2ccccc2nc(SCc2nc3ccccc3s2)n1CCCO	0	5	0	89*	6	-1	6	0	2.5
CN(C)c1ccc(C(=O)NCc2ccc3c(c2)OCO3)cc1	-5	1	-3	4	6	2	-6	0	-0.3
Cn1c(N)c(C(=O)COC(=O)COc2cc(Cl)c(Cl)cc2Cl)c(=O)n(C)c1=O	-1	13	.	-1	3	.	.	.	.

Compounds as they come; overall some 5.6% were active at least once.
